# Nrf2 ARE act = activators of Nrf2 (ARE) signaling; Potency, µM (titrated, usually from 46.1 µM), for the others: top-dose activation, actives largely listed as activators; AID 624171; 410,000 tested, 0.31% active; AREc32 ARE-luciferase reporter (MCF7-derived line), luminescence, 24 h; also: % of control where 0% means no effect; nearly all actives have a fitted effect of over 65% in size
#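 AREc32_Fluc, 1000 cells/well, OPTI-MEM + 5% FBS, o/n 37 deg C 5% CO2; 23 nL cpd by pin tool, 24 hr; Steady-Glo 30 min RT, luminescence.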
# HepG2 tox = HepG2 cytotoxicity, counter-screen for TGF-b inhibitors; HepG2 CAGA-GFP viability, ATP luminescence, 18 h; Potency, µM (top dose mostly 46.1 µM), without a hit: top-dose activity change, negative = cytotoxicity, hits mostly cytotoxic; 410,000 tested, 0.76% active; AID 588856; also: some results filed as inactive show a strong effect at the top dose
#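 HepG2 CAGA-GFP cells (1000/well, DMEM with 1% FBS) received compound, then TGF-beta at 500 pg/mL final, and were incubated 18 hours at 37 degrees C. Viability was read by CellTiter-Glo luminescence. Media-only wells were set as complete cell-killing and DMSO as no toxicity.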
# Nrf2 block = blocks Nrf2 signaling. A549 ARE-Fluc reporter, luciferase luminescence, 18-24 h. Potency, µM (top dose mostly 46 µM), for the others: top-dose activity change, negative = inhibition, actives largely listed as inhibitors. 360,000 tested, 2.1% active; also: % is scaled to controls: 0 for no effect and ±100 for the full control effect; nearly all actives have a fitted effect of over 60% in size
#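 A549 ARE_Fluc cells, 5000/well, 5% FBS OPTI-MEM; compounds in dose-response, 18-24 h at 37 °C/5% CO2; CellTiter-Fluor viability read (Ex 405/Em 525), then BugLite luciferase luminescence = Nrf2 activity.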
# MCF10A rerep = DNA re-replication induction in MCF 10a cells; MCF 10A DNA re-replication, Hoechst nuclear intensity, 48 h; Potency, µM (highest dose often 46.1 µM), without a hit: top-dose activity, positive = re-replication, hits mostly activators; 350,000 tested, 2.9% active; AID 624296; also: % of control where 0% means no effect; nearly all actives have a fitted effect of over 50% in size
# ATXN2 expr inh = reduces ATXN2 reporter expression in HEK-293 cells; AID 1745845; 360,000 tested, 0.72% active; HEK-293 ATXN2-luciferase reporter, luminescence, 24 h; Potency, µM (top dose mostly 57 µM), for the others: at the top dose activity change, negative = inhibition, most hits filed as inhibitors; also: % is scaled to controls: 0 for no effect and ±100 for the full control effect; nearly all actives have a fitted effect of over 55% in size
#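 qHTS (up to 57 uM final) was run with 24 h compound exposure of reporter cells at 37 °C. Each well was multiplexed: SteadyGlo luminescence measured ATXN2-luciferase expression after a fluorogenic Gly-Phe-AFC viability readout (25 uM final).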
# TGFb SMAD3 inh = inhibitors of TGF-b signaling; 410,000 tested, 1.2% active; Potency, µM (series often up to 46.1 µM), for inactives: at the top dose activity, negative = inhibition, hits mostly inhibitors; AID 588855; HepG2 CAGA-GFP TGF-b/SMAD3 reporter, GFP fluorescence, 18 h; TGF-beta stimulated, 500 pg/mL final; also: % is scaled to controls: 0 for no effect and ±100 for the full control effect; nearly all actives have a fitted effect of over 65% in size
#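 Inhibition of TGF-beta-driven CAGA-GFP reporter expression in HEPG2 cells is measured by cellular GFP fluorescence after 18 h stimulation with 500 pg/mL recombinant TGF-beta in 1% FBS medium at 37 degrees C.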
# ATXN viability = cell viability loss in ATXN counter-screen; S2 cells (HEK-293 line with an ATXN2-luciferase reporter) viability, CellTiter-Fluor protease fluorescence, 24 h; Potency, µM (titrated, usually from 56.7 µM), actives largely listed as cytotoxic; 400,000 tested, 0.49% active; AID 651635; also: nearly all actives have a fitted effect of over 40% in size
# A549 viability = A549 cytotoxicity, counter-screen for Nrf2 inhibitors. A549 ARE-Fluc cells, CellTiter-Fluor viability, 18-24 h. Potency, µM (series often up to 46 µM), without a hit: top-dose activity change, negative = cytotoxicity, usual class: inhibitors. 390,000 tested, 0.16% active. AID 504648; also: % is scaled to controls: 0 for no effect and ±100 for the full control effect
#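 A549 ARE_Fluc cells in 5% FBS OPTI-MEM were exposed to compounds in concentration-response for 18-24 h at 37 deg C. Viability was read by CellTiter-Fluor fluorescence (Ex 405/Em 525) after 30 min, before the luciferase read.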
# EPAC2 antagonist = antagonists of human EPAC2; AID 720708; EPAC2 GEF exchange of Rap1B-BODIPY-GDP, fluorescence; Potency, µM (series often up to 114 µM), for inactives: top-dose activity, negative = inhibition, actives largely listed as inhibitors; Q8WZA2; 360,000 tested, 0.18% active; also: % is scaled to controls: 0 for no effect and ±100 for the full control effect; nearly all actives have a fitted effect of over 45% in size; many of its hits are not listed in these tables
# Target sequence (Q8WZA2 whole entry, looked up): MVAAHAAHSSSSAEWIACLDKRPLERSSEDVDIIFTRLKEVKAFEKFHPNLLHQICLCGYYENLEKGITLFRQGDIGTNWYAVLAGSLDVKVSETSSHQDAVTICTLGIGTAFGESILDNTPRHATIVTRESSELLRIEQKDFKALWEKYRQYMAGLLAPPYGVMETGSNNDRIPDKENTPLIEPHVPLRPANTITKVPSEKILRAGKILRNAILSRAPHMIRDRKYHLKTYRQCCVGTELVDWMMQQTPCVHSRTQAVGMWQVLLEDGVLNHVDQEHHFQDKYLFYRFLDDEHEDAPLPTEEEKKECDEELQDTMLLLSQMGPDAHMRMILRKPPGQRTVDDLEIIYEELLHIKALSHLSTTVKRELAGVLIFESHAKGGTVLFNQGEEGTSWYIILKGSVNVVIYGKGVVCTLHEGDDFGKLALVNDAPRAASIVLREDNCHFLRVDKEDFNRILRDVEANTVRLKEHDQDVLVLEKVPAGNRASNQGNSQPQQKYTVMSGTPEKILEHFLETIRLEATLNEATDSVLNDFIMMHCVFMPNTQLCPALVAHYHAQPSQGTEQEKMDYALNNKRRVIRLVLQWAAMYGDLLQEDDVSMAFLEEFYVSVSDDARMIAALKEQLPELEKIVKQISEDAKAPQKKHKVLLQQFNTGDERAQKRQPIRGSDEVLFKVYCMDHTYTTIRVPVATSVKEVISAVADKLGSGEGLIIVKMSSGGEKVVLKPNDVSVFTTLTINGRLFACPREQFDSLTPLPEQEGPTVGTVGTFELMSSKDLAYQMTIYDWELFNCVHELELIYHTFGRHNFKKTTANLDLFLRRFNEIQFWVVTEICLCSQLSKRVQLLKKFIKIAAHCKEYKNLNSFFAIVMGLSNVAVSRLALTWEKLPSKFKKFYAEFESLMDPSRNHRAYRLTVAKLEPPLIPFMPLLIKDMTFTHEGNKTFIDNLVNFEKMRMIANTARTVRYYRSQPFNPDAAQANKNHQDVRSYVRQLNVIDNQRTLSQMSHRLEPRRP
# An asterisk follows results filed as active; i = inactive; u = inconclusive; x = no result given; [ ] = dose if it differs, or a comment. Calls follow the shape of the dose curve; as a rule, active = well fitted curve in the direction sought with a large enough effect; inconclusive = small, poorly fitted or top-dose-only effect, or another doubt; inactive = no such curve, though single readings can be large; an effect the other way counts as inactive or inconclusive. Potency is read from the fitted curve at half-maximal effect. This is a subset; count on the stated rates, not on these rows.
Molecule,Nrf2 ARE act,HepG2 tox,Nrf2 block,MCF10A rerep,ATXN2 expr inh,TGFb SMAD3 inh,ATXN viability,A549 viability,EPAC2 antagonist
Cc1ccc2nc(N(CCN(C)C)C(=O)/C=C/c3cccs3)sc2c1,u,-26%,-15%,26µM*,-31%,-1%,u,-7%,-4%
COc1cccc(CCNC(=O)c2ccc(C#N)cc2)c1,2.1%,2%,16%,2%,19%,11%,i,-3%,-5%
COCCSc1nnc(NC(=O)C2CC(=O)N(c3ccc(C)cc3)C2)s1 (centres undefined),2.6%,-22%,21%,7%,x,3%,i,u,5%
Cc1nnn(C23CC4CC(CC(CC(=O)Nc5cccc(F)c5)(C4)C2)C3)n1,0.4%,-14%,-1%,5%,8%,-4%,i,-2%,-2%
Cc1cc(NC(=O)C(C)SCC(=O)Nc2ccc(Br)cc2Br)no1 (centres undefined),-0.1%,-16%,0%,3%,-6%,13%,i,-4%,-3%
CCC(CC)COC(=O)C(C#N)c1nc2ccccc2nc1N1CCOCC1 (centres undefined),-0.2%,-24%,u,u,-17%,-5%,i,-28%,-8%
Cn1c(-c2ccc(-c3ccccc3)cc2)c[nH]c1=S,15%,8%,u,-2%,28%,-1%,i,-17%,-1%
O=C(/C=C\c1ccc2c(c1)OCO2)NC1(C(=O)Nc2ccc3c(c2)OCCO3)CCCCC1,-0.4%,-2%,-25%,9%,-10%,u,i,-15%,7%
O=C(Nc1ccccc1Cl)c1cc[n+](Cc2ccc([N+](=O)[O-])cc2)cc1,0.0%,-35%,3%,-3%,x,2%,i,1%,-3%
CCOc1ccc(NC(=O)CN(C)C(=O)c2ccccc2Cc2ccccc2)cc1OCC,-0.9%,-6%,3%,1%,-3%,2%,i,-2%,-19%
Cc1cccc(OCCC(=O)Nc2ccc(C)c(S(=O)(=O)N3CCCCC3)c2)c1,1.9%,14%,u,22%,u,u,u,u,-4%
COc1ccc(CC(C)CC(=O)Nc2ccc(OC)cc2)cc1 (centres undefined),-0.5%,-7%,-10%,u,10%,9%,i,2%,-2%
Cc1ccc(C)c(Cn2c(C(C)NC(=O)c3ccccc3)nc3ccccc32)c1 (centres undefined),1.0%,0%,-5%,x,5%,-1%,i,-1%,x
O=C(N/N=C/c1ccc(N2CCOCC2)s1)c1ccccc1Cl,-0.6%,-9%,u,10%,11%,-4%,i,-9%,1%
CCN(CC)C(=O)C(=O)c1cccn1-c1cccc(Cl)c1C#N,0.0%,0%,-23%,11%,-14%,-13%,i,-4%,3%
Cc1ccc(CN2C(=O)N/C(=C\c3ccc(N4CCOCC4)cc3)C2=O)cc1,-0.2%,-3%,u,15%,-17%,-12%,u,-12%,2%
CCC1CCCN1Cn1cnc2c([nH]c3ccc(OC)cc32)c1=O (centres undefined),-0.4%,-2%,12%,1%,6%,-5%,i,14%,-1%
CN(C)C1(CNC(=O)C2CCN(S(=O)(=O)c3cccc(C(F)(F)F)c3)CC2)CCCCC1,0.1%,3%,4%,-4%,-6%,-4%,i,-2%,7%
O=C(O)C1CCCN1C(=O)Nc1ccccc1 (centres undefined),-0.4%,-1%,x,0%,-1%,0%,i,-2%,11%
N#Cc1ccccc1Cn1c(=O)n(CCC(=O)NCc2ccco2)c(=O)c2ccccc21,-0.4%,-14%,-3%,-27%,-5%,13%,i,0%,0%
O=C(CNC(=O)c1ccc(N2C(=O)c3ccccc3C2=O)cc1)OCC(=O)c1ccccc1,-0.6%,-7%,-7%,11%,-11%,0%,i,0%,3%
O=S(=O)(Nc1ncccn1)c1cc(Cl)ccc1Cl,-0.2%,-3%,3%,16%,-9%,2%,i,4%,8%
O=C(Cn1ccc2ccccc2c1=O)NCCC(=O)NC1CCN(Cc2ccccc2)CC1,0.6%,-7%,-1%,u,1%,-4%,i,14%,0%
O=C(C1=C[C@@H](C2CC2)C[C@@H](OCCCCO)O1)N1CCN(Cc2ccccc2)CC1,1.1%,-29%,5%,15%,3%,3%,i,9%,2%
O=C(Nc1ccccc1)/C(=C/c1cccnc1)NC(=O)c1ccccc1,-0.2%,2%,1%,0%,-10%,7%,i,-1%,-1%
C/C(=N\NC(N)=O)c1ccc(Cl)cc1,2.4%,0%,3%,-10%,7%,-11%,i,-4%,20%
O=C(c1ccc(Cl)cc1)n1nc(-c2ccccc2)nc1NCc1ccco1,4.1%,-15%,9%,x,x,2%,x,-2%,x
COc1ccc(CNC(=O)C2CCN(S(=O)(=O)c3cccc(-c4noc(C)n4)c3)CC2)cc1,-0.3%,-5%,x,x,-7%,-40%,i,0%,x
O=C(CN1CCN(c2ccc(Cl)cc2)CC1)NCc1cccs1,0.0%,1%,1%,3%,-5%,0%,i,24%,0%
Cc1cccn2c(=O)c3cc(C(=O)NCCc4ccc(S(N)(=O)=O)cc4)n(C)c3nc12,0.1%,-11%,1%,x,x,0%,x,3%,x
Cc1ccc2nc(N(Cc3cccnc3)C(=O)Cc3ccccc3)sc2c1,0.0%,4%,x,x,x,-1%,x,-5%,x
c1ccc(CNc2nc(-c3cccnc3)nc3ccccc23)cc1,-0.4%,-40%,-19%,8%,x,-8%,i,-8%,-12%
Cc1ccc(CNC(=O)c2cc(-c3ccccc3C)n(CC3CC(c4cccc([N+](=O)[O-])c4)=NO3)n2)cc1 (centres undefined),-0.8%,2%,-13%,u,5%,5%,i,-4%,-3%
Cc1ccc(-c2[nH]nc(N)c2N=Nc2ccccc2C)cc1,-0.1%,-105%,-30%,u,-20%,u,u,u,-7%
Cc1cc(Cl)ccc1C(=O)C1CCCN(C(=O)CCn2cncn2)C1 (centres undefined),4.0%,-45%,3%,0%,-2%,-9%,i,0%,9%
Cn1cnc2c1c(=O)n(Cc1cccc(Cl)c1)c(=O)n2C,-0.6%,4%,-8%,0%,15%,-2%,i,0%,15%

# Of the compounds above, these have fluorine.
Molecule,Nrf2 ARE act,HepG2 tox,Nrf2 block,MCF10A rerep,ATXN2 expr inh,TGFb SMAD3 inh,ATXN viability,A549 viability,EPAC2 antagonist
Cc1nnn(C23CC4CC(CC(CC(=O)Nc5cccc(F)c5)(C4)C2)C3)n1,0.4%,-14%,-1%,5%,8%,-4%,i,-2%,-2%
CN(C)C1(CNC(=O)C2CCN(S(=O)(=O)c3cccc(C(F)(F)F)c3)CC2)CCCCC1,0.1%,3%,4%,-4%,-6%,-4%,i,-2%,7%

# New compounds follow:
Molecule,Nrf2 ARE act,HepG2 tox,Nrf2 block,MCF10A rerep,ATXN2 expr inh,TGFb SMAD3 inh,ATXN viability,A549 viability,EPAC2 antagonist
O=C(CN1C(=O)c2ccccc2C1=O)Nc1ccc2c(c1)OCO2,-0.1%,8%,x,-2%,18%,7%,i,-3%,-1%
COc1ccccc1/C=N/NC(=O)CNC(=O)c1ccc(S(=O)(=O)N(C)C)cc1,-0.1%,0%,0%,4%,0%,0%,i,0%,1%
Cc1noc(C)c1C(=O)OC(C)C(=O)Nc1ccc(S(=O)(=O)NC(C)C)cc1 (centres undefined),0.3%[9.22 µM],2%,4%,2%,-13%,6%,i,-2%,7%
CC(C)(C)OC(=O)N1CCc2onc(-c3ccccc3F)c2C1=O,-0.1%,-47%,x,x,1%,-13%,i,x,-7%
Cc1cccc(N2CCN(C(=O)C3CCN(S(=O)(=O)Cc4ccccc4)CC3)CC2)c1C,-0.7%,18µM*,-3%,x,10%,u,i,-3%,x
COc1ccc(C(=O)NCC(=O)N/N=C/C=C/c2ccccc2)cc1OC,-0.4%,6%,3%,-9%,-12%,-18%,i,-6%,3%
COc1ccc2nnc(-c3ccc(C(F)(F)F)cc3)n2n1,12%,-13%,u,-3%,x,-2%,i,15%,-13%
COc1ccc(NC(=O)Cn2nnc(-c3ccccc3)c2COc2ccc(C(C)=O)cc2)cn1,5.6%,-49%,x,x,-1%,-16%,i,x,u
CC(=O)Nc1ccc(OCC(O)Cn2nc(C)c(C(C)=O)c2C)cc1 (centres undefined),0.0%,-33%,-16%,-8%,0%,-8%,i,16%,-1%
CN(c1ccc(OCC(=O)NCCc2ccccc2)cc1)S(=O)(=O)c1ccc(Cl)cc1,3.4%,-4%,19%,15%,9%,u,i,9%,-21%
Cc1ccc(CN(C(=O)Cn2nnc3ccccc32)C(C(=O)NCc2ccco2)c2ccc(C)o2)cc1 (centres undefined),4.7%,8%,u,-4%,10%,-3%,i,-14%,1%
C/C(=N\O)C(=O)NCC1CCNCC1,0.1%,6%,8%,0%,-2%,u,i,2%,-1%
Cc1ccc(C(=O)NCC(c2ccco2)N2CCc3ccccc3C2)cc1C (centres undefined),4.9%,14%,-12%,u,1%,-18%,i,-6%,-5%
Cc1ccc(NC(=O)Cn2nnc(C(=O)NCCc3ccccc3)c2N)cc1,4.5%,10%,-11%[9.27 µM],x,-15%,-7%,i,0%,x
Cc1ccc(CN2CC(C(=O)OCc3ccccc3Cl)CC2=O)cc1 (centres undefined),-0.5%,0%,4%,-2%,3%,-2%,i,6%,-13%
CCOC(=O)c1[nH]c2ccccc2c1NC(=O)CN(C)C,-0.1%,-38%,x,-2%,-2%,-7%,u,4%,13%
CNC(=O)c1[nH]cnc1C(=O)Nc1ccccc1C,3.9%,12%,-3%,-4%,5%,-2%,i,-10%,6%
COC(=O)c1cc(NC(=O)c2cccnc2)cc(C(=O)OC)c1,-0.1%,-4%,1%,15%,x,-6%,i,-3%,3%
COc1ccc(CN(C)C(=O)c2sccc2-c2ccccc2)c(OC)c1,-0.6%,-45%,4%,16%,0%,-6%,i,2%,u
CCN(CC(=O)Nc1c(F)cccc1F)C(=O)CNC(=O)C1CCCCC1,0.2%,0%,-22%,6%,-7%,-6%,i,1%,-11%
O=C(CNC(=O)c1ccc2c(c1)OCO2)NCCOc1ccc(Cl)cc1,-0.7%,-38%,3%,-3%,x,-30%,u,12%,-3%
Cc1ccc(CONC(=O)/N=C/N(C)C)cc1,0.2%,-2%,6%,-2%,9%,-9%,i,-11%,7%

# From PubChem
